# Screens (PubChem)
# AT treatment = potential ataxia-telangiectasia treatments restoring KAP-1 phosphorylation | […] A-T fibroblasts, KAP-1 phosphorylation AlphaLISA; neocarzinostatin DNA damage 30 min before lysis | Potency, µM (series often up to 57.5 µM), for inactives: top-dose activation, hits mostly activators | 320,000 tested, 0.19% active | AID 485349; further: potency means the concentration at half of the fitted maximal effect; % of control where 0% means no effect; nearly all actives have a fitted effect of over 45% in size
#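 ATM-like activity read as KAP-1 phosphorylation via AlphaLISA donor/acceptor antibody pairs after lysis and 6 hr at 25C. Cells were ATM-null patient fibroblasts ([…], hTERT), dosed 60 min, then exposed to the DSB inducer NCS for 30 min.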
# Mito fusion yeast = inhibitors of mitochondrial division or activators of mitochondrial fusion. Potency, µM (top dose mostly 46.1 µM), for the others: at the highest dose growth rescue (activation), hits mostly activators. S. cerevisiae fusion-defective mutant growth rescue, CellTiterGlo 48 h. 320,000 tested, 0.23% active;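 further: potency means the concentration at half of the fitted maximal effect; % of control where 0% means no effect; nearly all actives have a fitted effect of over 45% in size; temperature-sensitive fusion mutants such as fzo1-1 at 37 °C on non-fermentable ethanol glycerol medium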
#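 Read-out: ATP-based luminescence (CellTiterGlo, 10 min ambient) reporting growth of fusion-defective ts yeast after 48 hours at 37C on glycerol/ethanol YPEG medium in the presence of compound.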
# CXXC DNA block = blocks binding of human MLL CXXC domain to DNA | MLL-CXXC / FITC-HOXA9 DNA fluorescence polarization | AID 2662 | Potency, µM (top dose mostly 115 µM), without a hit: at the top dose activity change, negative = inhibition, actives largely listed as inhibitors | 290,000 tested, 0.037% active; active means well fitted inhibition curve with a large enough effect in the polarisation, with a control signal flat, not every such curve was filed as active; inconclusive means small, poorly fitted or top-dose-only effect, or effect the other way, or a change in a side signal; inactive means no such curve, though single readings can be large or run the other way; the % refers to the polarisation; further: potency means the concentration at half of the fitted maximal effect
#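 Steps: dispense CXXC domain solution (7 uM) → pin compounds or unlabeled HOX-A9 DNA control → 5 min ambient → add FLSN-HOX-A9 solution (50 nM) → spin → 30 min ambient → fluorescence polarization. Tris pH 7.5/NaCl/DTT/BSA buffer.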
# MBNL1-CUG inh = blocks human MBNL1 binding to CUG repeat RNA; Q9NR56; Potency, µM (doses to about 57.5 µM), for the others: at the top dose activity change, negative = inhibition, most hits filed as inhibitors; 280,000 tested, 0.036% active; TR-FRET MBNL1-His/biotin-(CUG)12 binding, 665/545 ratio; active means well fitted inhibition curve with a large enough effect in the signal ratio, with a control signal flat, not every such curve was filed as active; inconclusive means small, poorly fitted or top-dose-only effect, or effect the other way, or a change in a side signal; inactive means no such curve, though single readings can be large or run the other way; the % refers to the signal ratio; further: potency means the concentration at half of the fitted maximal effect; on the % scale 0 is the no-effect control and ±100 the full control effect
#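 TR-FRET between His-tagged MBNL1 and biotin-(CUG)12 RNA, detected with Tb anti-His antibody (0.055 ng/ul) and streptavidin-XL665 (5 nM), 60 min at room temperature. Compounds titrated 92 nM to 58 uM; 665/545 nm ratio normalized to buffer and complex controls.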
# Menin MLL FP TR = menin-MLL binding inhibition, Texas Red mutant peptide. Potency, µM (titrated, usually from 61.6 µM), inactives show at the top dose FP activity change, negative = inhibition, usual class: inhibitors. 270,000 tested, 0.23% active. AID 1768. Menin + Texas Red MLL mutant peptide, fluorescence polarization. O00255; active means well fitted inhibition curve with a large enough effect in the polarisation, with a control signal flat, not every such curve was filed as active; inconclusive means small, poorly fitted or top-dose-only effect, or effect the other way, or a change in a side signal; inactive means no such curve, though single readings can be large or run the other way; the % refers to the polarisation; further: potency means the concentration at half of the fitted maximal effect; % of control where 0% means no effect; many of its hits are not listed in these tables
# Target sequence (O00255 whole entry, looked up): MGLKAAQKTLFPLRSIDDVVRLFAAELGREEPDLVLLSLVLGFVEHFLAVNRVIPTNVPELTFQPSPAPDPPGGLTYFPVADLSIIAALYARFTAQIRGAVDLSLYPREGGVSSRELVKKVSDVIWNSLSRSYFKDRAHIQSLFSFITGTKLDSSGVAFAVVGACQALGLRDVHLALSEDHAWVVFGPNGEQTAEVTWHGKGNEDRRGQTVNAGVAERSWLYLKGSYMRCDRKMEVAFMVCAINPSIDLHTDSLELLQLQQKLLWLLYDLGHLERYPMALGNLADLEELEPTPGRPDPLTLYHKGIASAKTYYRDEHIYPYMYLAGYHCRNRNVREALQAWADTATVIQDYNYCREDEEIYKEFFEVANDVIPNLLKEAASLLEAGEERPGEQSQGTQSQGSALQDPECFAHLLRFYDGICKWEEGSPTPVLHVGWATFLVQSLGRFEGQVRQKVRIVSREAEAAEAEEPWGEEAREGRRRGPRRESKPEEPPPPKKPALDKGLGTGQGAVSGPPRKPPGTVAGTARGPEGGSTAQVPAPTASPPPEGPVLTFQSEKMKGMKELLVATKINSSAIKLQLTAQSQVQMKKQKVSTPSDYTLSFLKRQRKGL
# TCR activator = activators of T cell receptors | primary human leukocytes, anti-CD3, IL-2 HTRF, 48 h | Potency, µM (highest dose often 9.22 µM), inactives show top-dose activation of IL-2 secretion, hits mostly activators | 330,000 tested, under 10 active | AID 504894; further: % of control where 0% means no effect
#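 HTRF read-out of IL-2 secretion: europium cryptate donor excited at 320nm, d2 acceptor emission at 665nm. Cells were primary human leukocytes incubated 48 hr with compounds and a-CD3 beads, supplying TCR signal only.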
# TSHR antag = human thyrotropin receptor antagonism | P16473 | TSHR-expressing cells, TSH-stimulated cAMP HTRF, 2 h; active compounds read low | activity change, negative = inhibition, % at 11.5 µM | 330,000 tested, 0.2% active | AID 504810;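 active means activity change below a set negative limit, meaning inhibition stronger than a set level, cut at about -70% in these data; inconclusive means activity change between two set negative limits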; further: on the % scale 0 is the no-effect control and ±100 the full control effect
#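 TSHR-expressing cells were treated with compounds, then stimulated with TSH at EC80 (4nM final) for 2 hours at 37 deg C. Cellular cAMP was measured by HTRF competition between lysate cAMP and cAMP-d2 for a cryptate-labelled anti-cAMP antibody.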
# S-ASM inh = blocks human secretory acid sphingomyelinase. P17405. placental ASM, HMU-PC fluorogenic substrate, 60 min. Potency, µM (highest dose often 57.5 µM), inactives show top-dose activity change, negative = inhibition, usual class: inhibitors. 340,000 tested, 0.006% active. AID 504937; further: potency means the concentration at half of the fitted maximal effect
#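 HMU-PC0 cleavage (9 uM final) by human placental ASM, 60 min at 37 °C following 10 min compound exposure at RT; stopped at pH 10, fluorescence Ex 386/Em 447 nm.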
# Integrin act MD = activators of alpha7 integrin expression for muscular dystrophy | Potency, µM (doses to about 38.3 µM), for inactives: at the highest dose activation, hits mostly activators | 350,000 tested, 0.064% active | AID 624291 | alpha7betagal myoblasts, beta-gal FDG fluorescence, 48 h;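 further: potency means the concentration at half of the fitted maximal effect; 100% = response of the positive control SU9516; nearly all actives have a fitted effect of over 60% in size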
#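 Alpha7betagal+/- myoblasts (passage 13) were plated 16-24 hr, then exposed to compounds (1:260 dilution of DMSO stock) for 48 hours at 37C. After MPER lysis, β-galactosidase reporter activity was read as FDG fluorescence (ex 480/em 540) after 30 minutes.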
# TSG101-PTAP inh = blocks PTAP/TSG101 interaction to inhibit HIV-1 budding; Q99816; Fluorescence polarization, FITC-PTAP peptide / Tsg101 binding; Potency, µM (highest dose often 115 µM), for inactives: at the top dose activity change, negative = inhibition, usual class: inhibitors; 340,000 tested, under 10 active; active means well fitted inhibition curve with a large enough effect in the main read-out, with a control signal flat, not every such curve was filed as active; inconclusive means small, poorly fitted or top-dose-only effect, or effect the other way, or a change in a side signal; inactive means no such curve, though single readings can be large or run the other way; further: potency means the concentration at half of the fitted maximal effect; % of control where 0% means no effect
# Target sequence (Q99816 whole entry, looked up): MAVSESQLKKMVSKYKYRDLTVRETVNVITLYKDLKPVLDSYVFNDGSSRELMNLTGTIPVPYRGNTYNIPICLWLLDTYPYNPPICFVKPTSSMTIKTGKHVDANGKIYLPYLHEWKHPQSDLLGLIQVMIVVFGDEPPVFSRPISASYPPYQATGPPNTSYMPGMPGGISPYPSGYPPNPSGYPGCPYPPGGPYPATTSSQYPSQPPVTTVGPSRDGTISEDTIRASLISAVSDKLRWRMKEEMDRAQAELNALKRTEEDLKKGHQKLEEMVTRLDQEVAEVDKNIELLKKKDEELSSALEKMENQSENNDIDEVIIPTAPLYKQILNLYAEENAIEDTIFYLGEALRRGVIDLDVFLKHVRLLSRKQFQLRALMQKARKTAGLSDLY
#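 Compounds were pin-transferred onto Tsg101 binding domain (10 uM final) in HEPES pH 7.5 buffer, then FITC-PTAP peptide was added at 50 nM final. After 20 min at RT, polarization reported peptide displacement across a qHTS concentration series.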
# An asterisk follows results filed as active; i = inactive; ? = inconclusive; . = not tested or not shown; [ ] = dose if it differs, or a comment. Unless noted, the call rests on the fitted dose curve; in most records, active means well fitted curve in the direction sought with a large enough effect; inconclusive means small, poorly fitted or top-dose-only effect, or another doubt; inactive means no such curve, though single readings can be large; an effect the other way counts as inactive or inconclusive. A portion of the library; the hit share may differ from the screen's.
Molecule | AT treatment | Mito fusion yeast | CXXC DNA block | MBNL1-CUG inh | Menin MLL FP TR | TCR activator | TSHR antag | S-ASM inh | Integrin act MD | TSG101-PTAP inh
Cc1ccc(OC(=O)CCc2c(C)nc3ncnn3c2C)cc1 | 1% | -1% | 2% | 3% | -29% | -4% | -3 | 4% | 12% | -4%
Cc1ccc(C2c3sc(=O)[nH]c3SC3C(=O)NC(=O)C32)cc1 (configuration not stated) | -6% | -1% | -2% | 10% | 3% | -4%[46.1 µM] | 2 | 14% | 3% | -1%
COc1ccc2c(c1)[nH]c1c(N3CCN(Cc4ccc5c(c4)OCO5)CC3)ncnc12 | -5% | 2% | 6% | -17% | 28% | 5% | -38 | -4% | -40% | -1%
O=C(N/N=C/c1ccco1)c1ccc(NC(=O)c2ccc(Cl)cc2)cc1 | -2% | -4% | 4% | -3% | 2% | -8% | 9 | 0% | 26% | 2%
Cc1c(C(=O)OCCN2CCCCC2)oc2ccccc12 | 3% | 0% | -1% | -1% | -4% | -1% | -5 | 3% | 13% | -4%
CCN1C(=O)C(CC(=O)Nc2ccc(Cl)cc2)N(NC(=O)c2ccncc2)C1=S (configuration not stated) | -8% | -3% | -1% | -10% | . | -3% | 11 | -2% | 17% | 0%
COc1ccc(-c2cc(C(F)F)n3ncc(C(=O)NCC4CCCO4)c3n2)cc1 (configuration not stated) | 5% | 15% | -6% | 21% | -11% | -2% | -4 | i | 24% | 1%
Cc1ccc(N2C(N)=C(C#N)C3(C(=O)N(C)c4ccccc43)C3=C2CC(C)(C)CC3=O)cc1Cl (configuration not stated) | 3% | 2% | 8% | -9% | . | 0% | -1 | -3% | -3% | 0%
COc1ccc(NC(=O)c2ccccc2NC(=O)C2CCCCC2C(=O)O)cc1 (configuration not stated) | . | . | . | . | . | -4% | . | -4% | -5% | 0%
CCOC(=O)C1(Cc2ccccc2C)CCCN(C(=O)c2cc(C3CC3)[nH]n2)C1 (configuration not stated) | -5% | 8% | -4% | -3% | ? | -8% | 3 | -5% | -1% | -4%
COc1ccc(OC)c(C2C=C(C34CC5CC(CC(C5)C3)C4)NC(=S)N2)c1 (configuration not stated) | -13% | ? | 6% | . | -4% | 0%[46.1 µM] | -17 | 2% | -6% | 0%
COC(=O)[C@H](CCSC)NC(=O)N1CCN(c2cccc(C(F)(F)F)c2)CC1 | 9% | -11% | -1% | -2% | -3% | -9% | -9 | 7% | 8% | 2%
COc1ccccc1OCc1n[nH]c(=S)n1Cc1ccccc1 | 1% | -1% | -4% | -1% | -5% | 0% | 21 | 5% | 8% | 0%
CS(=O)(=O)N(CC(=O)NC1CCCCCC1)Cc1ccccc1 | -2% | 4% | 2% | ? | 14% | 4% | -8 | -1% | 15% | -7%
COC(=O)CSc1snnc1-c1ccc(Cl)cc1Cl | 3% | -1% | 0% | 0% | 0% | 3% | -4 | -2% | -11% | -1%
CC(C)[C@H](NC(N)=O)C(=O)NCCc1ccc(Cl)cc1 | 2% | -2% | ? | -6% | -13% | -2% | -4 | -1% | 5% | -10%
Cc1ccc(Sc2c(O)c3ccccc3n(C)c2=O)cc1 | -2% | 14µM* | 2% | 12%[11.5 µM] | 2% | 1%[46.1 µM] | 9 | 2% | 2% | -6%
CC(NC(=O)CCNC(=O)c1ccc(Br)cc1)c1ccc(S(N)(=O)=O)cc1 (configuration not stated) | 0% | -6% | . | . | . | -6% | 16 | -2% | 0% | 0%
Cn1c(Cl)cnc1C1CC(=O)c2cc(Cl)ccc2O1 (configuration not stated) | . | -14% | 2% | 2% | 3% | 0% | -4 | -2% | -52%[inhibitor] | -4%
Cc1nc(C(C)NC(=O)c2cc(COc3ccc(F)c(F)c3)on2)cs1 (configuration not stated) | -9% | 1% | 7% | -9% | . | -1% | -5 | 3% | 3% | 0%
Cc1cc(Nc2c(C)cccc2C)n2nc(C)nc2n1 | 7% | -2% | -5% | -4% | 12% | 6% | 6 | -3% | 9% | -3%
CCOC(=O)Cn1c(=S)[nH]c2c(oc3ccc(Cl)cc32)c1=O | 2% | 12% | -18% | 6% | . | -7% | 12 | -7% | 3% | -2%
CCOC(=O)c1[nH]c(C)c(C(=O)/C=C/c2ccc(C(=O)O)cc2)c1C | -1% | 3% | 47%[activator] | 13% | 33%[activator] | 8% | -9 | 1% | -33% | -2%
CCN(CC)S(=O)(=O)c1cccc(C(=O)N/N=C/c2cccc(O)c2O)c1 | 0% | 0% | ? | 10% | ? | 0%[46.1 µM] | 11 | 1% | 7% | -2%
CCn1c(=O)cc(SCC(=O)N2CCC(C)CC2)c2ccccc21 | 8% | 3% | -8% | 9% | -7% | -3% | 6 | -2% | ? | -6%
CSc1nc(-c2ccc(Cl)cc2)c(C#N)c(=O)[nH]1 | 5% | 1% | 16% | -2% | 25% | -3% | -11 | 5% | 13% | 1%
COc1ccc2[nH]c3c(c2c1)CCN1C(=O)C(CC(=O)NCCc2ccccn2)C[C@H](C(=O)N2CCOCC2)[C@@]31C (some centres not stated) | 11% | . | . | . | . | 7%[46.1 µM] | 11 | 5% | -5% | -6%
O=C(NCc1csc(-c2cccs2)n1)Nc1ccc(C(F)(F)F)cc1 | 2% | -1% | 5% | -6% | . | 7% | -3 | -1% | -13% | 2%
CC(C)CNC(=O)c1cccc2c1-c1ccccc1C2=O | -3% | -9% | -1% | ? | 7% | 2% | 2 | 5% | 17% | -3%
CCOc1ccc(C2CC(=O)NC2=O)cc1 (configuration not stated) | 5% | 7% | 2% | 0% | 17% | 1% | -1 | 0% | -1% | -5%

# Reprinted from the part before: three compounds, then new ones.
Compound	AT treatment	Mito fusion yeast	CXXC DNA block	MBNL1-CUG inh	Menin MLL FP TR	TCR activator	TSHR antag	S-ASM inh	Integrin act MD	TSG101-PTAP inh
O=C(NCc1csc(-c2cccs2)n1)Nc1ccc(C(F)(F)F)cc1	2%	-1%	5%	-6%	.	7%	-3	-1%	-13%	2%
CC(C)CNC(=O)c1cccc2c1-c1ccccc1C2=O	-3%	-9%	-1%	?	7%	2%	2	5%	17%	-3%
CCOc1ccc(C2CC(=O)NC2=O)cc1 (configuration not stated)	5%	7%	2%	0%	17%	1%	-1	0%	-1%	-5%
COc1ccc(Nc2ncc(C(=O)N3CCC(C(N)=O)CC3)c3ccccc23)cc1	6%	-1%	15%	0%	8%	2%	-10	0%	8%	-4%
O=C(Oc1cccnc1)c1ccc([N+](=O)[O-])cc1Cl	8%	6%	17%	?	?	-9%	3	1%	-43%	-8%
CC1CN(C(=O)c2ccc(Br)c(S(=O)(=O)N3CCOCC3)c2)CC(C)O1 (configuration not stated)	-1%	-3%	.	.	.	-3%	6	3%	12%	-11%
NNc1nc(-c2ccccc2Cl)c2cc(Br)ccc2n1	19%	-12%	33%[activator]	19%	-11%	-4%	-17	7%	-1%	-3%
CN(C(=O)C1CCCO1)c1nnc(-c2cnccn2)s1 (configuration not stated)	0%	0%	8%	19%	-1%	-15%	5	9%	6%	-1%
OC[C@@H]1[C@@H](c2ccc(F)cc2)C(c2ccccc2)=NN1c1ccccc1	18%	.	.	.	?	2%[46.1 µM]	4	i	-43%	-10%

# 2 entries from above, with values under each structure:
# Below each SMILES – AT treatment, Mito fusion yeast, CXXC DNA block, MBNL1-CUG inh, Menin MLL FP TR, TCR activator, TSHR antag, S-ASM inh, Integrin act MD, TSG101-PTAP inh
> Cc1ccc(OC(=O)CCc2c(C)nc3ncnn3c2C)cc1
    1%, -1%, 2%, 3%, -29%, -4%, -3, 4%, 12%, -4%
> Cc1ccc(C2c3sc(=O)[nH]c3SC3C(=O)NC(=O)C32)cc1 (configuration not stated)
    -6%, -1%, -2%, 10%, 3%, -4%[46.1 µM], 2, 14%, 3%, -1%
